Screening results from PubChem BioAssay.
EPAC2 antag = EPAC2 (human) antagonism; Q8WZA2; EPAC2 GEF exchange of Rap1B-BODIPY-GDP, fluorescence; Potency, µM (highest dose often 114 µM), for inactives: at the highest dose activity, negative = inhibition, usual class: inhibitors; 360,000 tested, 0.18% active; AID 720708; note: % is set by controls: 0 for no effect and ±100 for the full control effect; nearly all actives have a fitted effect of over 45% in size; many of its hits are not listed in these tables
Target sequence (Q8WZA2 whole entry, looked up): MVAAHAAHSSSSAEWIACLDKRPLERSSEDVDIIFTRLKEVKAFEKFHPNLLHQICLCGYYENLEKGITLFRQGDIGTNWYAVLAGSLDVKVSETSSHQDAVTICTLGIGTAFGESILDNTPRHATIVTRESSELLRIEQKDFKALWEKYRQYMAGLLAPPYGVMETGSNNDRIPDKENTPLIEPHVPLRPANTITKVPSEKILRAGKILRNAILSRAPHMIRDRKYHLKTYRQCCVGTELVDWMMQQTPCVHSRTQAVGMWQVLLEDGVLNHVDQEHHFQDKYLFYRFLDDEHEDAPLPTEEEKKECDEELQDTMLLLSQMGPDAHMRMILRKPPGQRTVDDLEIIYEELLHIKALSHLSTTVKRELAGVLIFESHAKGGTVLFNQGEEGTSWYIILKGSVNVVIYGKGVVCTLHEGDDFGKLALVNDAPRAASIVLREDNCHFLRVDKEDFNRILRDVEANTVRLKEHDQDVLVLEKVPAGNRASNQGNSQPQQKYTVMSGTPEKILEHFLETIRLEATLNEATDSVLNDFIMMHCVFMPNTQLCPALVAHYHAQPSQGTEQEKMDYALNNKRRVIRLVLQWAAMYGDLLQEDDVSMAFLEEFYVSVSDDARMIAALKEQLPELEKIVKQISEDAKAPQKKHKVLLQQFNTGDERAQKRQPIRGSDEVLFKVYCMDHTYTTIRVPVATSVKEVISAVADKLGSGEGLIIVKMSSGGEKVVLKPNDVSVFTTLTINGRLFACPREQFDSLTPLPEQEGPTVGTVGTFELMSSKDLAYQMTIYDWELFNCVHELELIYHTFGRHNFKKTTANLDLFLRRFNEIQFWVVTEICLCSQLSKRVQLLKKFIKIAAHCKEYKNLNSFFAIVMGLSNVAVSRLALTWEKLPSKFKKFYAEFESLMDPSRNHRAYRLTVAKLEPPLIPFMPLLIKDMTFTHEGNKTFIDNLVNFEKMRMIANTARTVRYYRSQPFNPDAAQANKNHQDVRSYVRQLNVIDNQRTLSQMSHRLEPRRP
EPAC2 ag = activates human EPAC2 exchange factor; Q8WZA2; EPAC2 activation, biochemical qHTS; response scale: 100% = 6.5 mM cAMP response; Potency, µM (titrated, usually from 154 µM), inactives show at the highest dose activation, hits mostly activators; 360,000 tested, 0.079% active; note: nearly all actives have a fitted effect of over 50% in size
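Fluorescence exchange assay: 100 nM EPAC2 with 250 nM RAP1B-BODIPY-GDP and 50 uM GDP; compounds tested as a concentration-titration series (qHTS). Loss of Rap1-bound BODIPY-GDP fluorescence read at 480/540 nm; data normalized to 6.5 mM cAMP.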
EPAC1 antagonist = blocks human EPAC1 exchange factor; EPAC1 GEF assay, Rap1b-BODIPY-GDP exchange fluorescence; Potency, µM (highest dose often 115 µM), inactives show at the top dose activity change, negative = inhibition, usual class: inhibitors; 360,000 tested, 0.14% active; AID 720709;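 note: plate controls were vehicle for no effect and positive control for full effect; nearly all actives have a fitted effect of over 50% in size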
TDP-43 yeast inh = inhibitors of TDP-43 toxicity in yeast. AID 652104. TDP-43 expressing yeast growth rescue, BacTiter-Glo, 24 h. Potency, µM (titrated, usually from 46.1 µM), without a hit: at the top dose growth rescue (activation), actives largely listed as activators. 410,000 tested, 1.8% active; note: % of control where 0% means no effect; nearly all actives have a fitted effect of over 50% in size
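Yeast expressing TDP-43 (pregrown in raffinose, seeded at OD600=0.02 in galactose medium) exposed to compounds 24 hr at 30 deg C. Growth read by BacTiter-Glo luminescence; rescue of toxicity appears as increased signal.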
PTHR1 agonist = activates the human parathyroid hormone receptor PTHR1. HEK293 GP2 PTHR1 cells, GloSensor cAMP luminescence, 1 h. Potency, µM (highest dose often 115 µM), for the others: at the top dose activation, hits mostly activators. 410,000 tested, 0.075% active. AID 743266; note: nearly all actives have a fitted effect of over 55% in size; some results filed as inactive show a strong effect at the top dose; inactives centre near -15; many of its hits are not listed in these tables
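HEK-293-derived GP2 cells expressing PTHR1 and a GloSensor cAMP reporter, 3,000/well, plated overnight, given luciferin plus IBMX (each 0.5 mM as added) for 1 h at 37 °C, then compound for 1 h at 37 °C. Luminescence was read after 15 min at room temperature.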
aSyn yeast inh = alpha-synuclein toxicity inhibition in yeast; 370,000 tested, 0.14% active; Potency, µM (top dose mostly 46.1 µM), for inactives: top-dose growth rescue (activation), actives largely listed as activators; Yeast expressing alpha-synuclein, growth rescue, BacTiter-Glo, 24 h; note: % of control where 0% means no effect; nearly all actives have a fitted effect of over 65% in size
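Rescue of yeast growth: cells expressing toxic alpha-synuclein, induced in galactose at OD600 0.02, incubated with compound 24 h at 30 C. ATP luminescence quantified growth; inhibitors of toxicity appear as activators.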
EPAC1 agonist = agonists of human EPAC1. EPAC1 agonist qHTS, biochemical assay; response scale: 100% = response to 6.5 mM cAMP. Potency, µM (highest dose often 154 µM), for inactives: top-dose activation, most hits filed as activators. 360,000 tested, 0.073% active. AID 720707; note: nearly all actives have a fitted effect of over 60% in size
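Nucleotide exchange assay: 100 nM EPAC1 with 250 nM Rap1B loaded with BODIPY-GDP and 50 uM GDP, room temperature. Fluorescence (480/540 nm) read every 5 min for 30 min; signal change normalized to 6.5 mM cAMP as full agonist.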
FUS yeast rescue = FUS proteinopathy suppression in yeast; S. cerevisiae FUS-expressing, growth rescue, OD600, 24 h; Potency, µM (highest dose often 76.6 µM), for the others: at the top dose growth rescue (activation), hits mostly activators; 390,000 tested, 0.24% active; AID 1347120;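 note: plate controls were DMSO vehicle for no effect and reference control for full effect; nearly all actives have a fitted effect of over 55% in size; some results filed as inactive show a strong effect at the top dose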
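Compound concentration series was pinned onto galactose-induced FUS-expressing yeast seeded at OD 0.005. Plates sat 24hr at 30C; absorbance at 600 nm gave growth. DMSO served as background control.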
Active calls of the source: *; i = inactive; u = inconclusive; x = no result given; & = joins results of further samples; [ ] = another dose, or the depositor's remark. Calls come from the whole dose curve; as a rule, active = well fitted curve in the direction sought with a large enough effect; inconclusive = small, poorly fitted or top-dose-only effect, or another doubt; inactive = no such curve, though single readings can be large; an effect the other way counts as inactive or inconclusive. Potency is the fitted concentration of half-maximal effect. Only part of the results is shown; the hit share may differ from the screen's.

No.	SMILES	EPAC2 antag	EPAC2 ag	EPAC1 antagonist	TDP-43 yeast inh
1	O=C(CSc1ncnc2sc(-c3ccccc3)cc12)NC1CCS(=O)(=O)C1 (stereo not drawn)	3%	2%	-2%	-2%[9.22 µM]
2	CC(=NNC(=O)c1ccccc1N)c1ccccc1O	-27%	0%	u	16%
3	N#CCC(=O)Nc1ccc(C(=O)OCC(=O)c2ccc3c(c2)NC(=O)CO3)cc1	21%	17%	18%	4%
4	O=C1CCc2cc(NS(=O)(=O)c3ccc(Br)cc3)cc3c2N1CC3	10%	3%	5%	8%
5	Cc1onc(C(=O)N2CCN(C(c3ccccc3)c3ccccc3)CC2)c1[N+](=O)[O-]	2%	7%	u	2%
6	COc1ccc(N(CC(=O)Nc2cc(C(=O)O)ccc2C)S(=O)(=O)c2c(C)noc2C)cc1	-7%	-3%	-1%	4%
7	Cc1ccc(CNC(=O)C2CCCN(C(=O)Nc3ccc(F)cc3)C2)cc1 (stereo not drawn)	3%	-4%	-21%	18%
8	Cc1ccc(CNC(=O)CCn2ccc3cc(S(=O)(=O)N4CCCC4)ccc32)cc1	-9%	3%	10%	15%&17%
9	COc1ccc(C(=O)CCS(=O)(=O)c2ccc(C)cc2)cc1OC	1%	12%	5%	13%
10	Cc1ccc(S(=O)(=O)N2CCCC2CNC(=O)C(=O)Nc2ccc(F)cc2F)cc1 (stereo not drawn)	7%	14%	-15%	12%
11	CCCCOc1ccc(-c2c(C#N)c(N)[nH]c(=S)c2C#N)cc1	-22%	5%	-4%	24%
12	CCN(CC)S(=O)(=O)c1cccc(C(=O)Nc2cc(C)on2)c1	-6%	5%	11%	15%
13	Cc1ccc2c(cnn2C(=O)CCCC(=O)NCc2ccc(F)cc2)c1	0%	3%	0%	17%
14	C[C@@H]1CCCCO[C@@H](CN(C)S(=O)(=O)c2ccc(F)cc2)[C@@H](C)CN([C@H](C)CO)C(=O)c2cc(N(C)C)ccc2O1	-7%	10%	-29%	21%
15	O=C(CNC(=O)c1ccccc1)NCC(=O)OCC(=O)c1ccccc1	-3%	3%	13%	-7%

No.	PTHR1 agonist	aSyn yeast inh	EPAC1 agonist	FUS yeast rescue
1	-2%	-1%	1%	5%
2	i	5%	10%	-20%
3	-9%	1%[1.84 µM]	5%	39%
4	-77%[inhibitor]	3.2µM*	-3%	19%
5	i	-13%	-2%	-8%
6	i	-7%	2%	x
7	i	1%	-1%	5%
8	i	-2%	-5%	17%&22%
9	-25%	5%	10%	-5%
10	-20%	-1%	25%	25%
11	i	1%	8%	8%
12	i	6%	7%	-9%
13	-17%	8%	-2%	-22%
14	-21%	-2%	-17%	16%
15	i	-1%	5%	10%

The listing continues.
No.	SMILES	EPAC2 antag	EPAC2 ag	EPAC1 antagonist	TDP-43 yeast inh
16	COc1ccc(OCC(O)Cn2c(N3CCCCC3)nc3c2c(=O)n(C)c(=O)n3C)cc1 (stereo not drawn)	-9%	0%	0%	-18%[1.82 µM]
17	O=S(=O)(c1ccccc1F)N1CCN(Cc2cc3c(cc2O)OCO3)CC1	2%	14%	-13%	2%
18	Cc1ccccc1NC(=S)NCc1cccs1	2%	1%	3%	u
19	O=c1c2cnn(-c3ccc(F)cc3)c2ncn1Cc1cccnc1	5%	1%	-1%	-17%
20	O=C(c1cc2c(s1)CCCC2)N1CCN(CCO)CC1	0%	7%	u	-28%
21	O=C1NC2c3ccccc3C(=O)N2c2c1cnn2-c1ccccc1 (stereo not drawn)	-4%	4%	u	-8%
22	CNS(=O)(=O)c1ccc(C(=O)NCC(=O)NC(C)c2cccs2)cc1 (stereo not drawn)	5%	-2%	7%	-14%
23	COc1ncnc2c1ncn2CCCNCc1ccccn1	11%	19%	5%	21%
24	C#CCOCCOCCOCCNc1nc(N2CCN(C(=O)[C@H]([C@@H](C)CC)n3cc([C@@H](N)CO)nn3)CC2)nc(N2CCN(C(=O)[C@H](Cc3ccc(O)cc3)n3cc([C@@H](N)C(C)CC)nn3)CC2)n1 (stereo partly drawn)	20%	-2%	11%	2%
25	O=C(CNC(=S)N(Cc1ccccc1F)C1CCCCC1)NCC1CCCO1 (stereo not drawn)	1%	-18%	20%	-17%
26	Cc1ccc(Cc2nc(-c3cccnc3)no2)cc1	-15%	4%	5%	-5%[0.397 µM]
27	COc1ccc(N2CCN(C(=O)CCc3ccccc3)CC2)cc1	1%	-3%	-17%	-1%
28	O=C(Cc1ccccc1)Nc1ccc(NC(=O)C2CCCCC2)nc1	1%	-1%	-2%	-3%
29	CCOC(=O)[C@]12CCC=C1N(Cc1ccccc1)C(=O)[C@H](CC(=O)NCc1cccs1)C2	12%	8%	1%	16%
30	Cc1ccc(NC(=O)c2nc[nH]c2C(=O)NCCCCCCNC(=O)c2[nH]cnc2C(=O)Nc2ccc(C)cc2)cc1	10%	4%	5%	13%

No.	PTHR1 agonist	aSyn yeast inh	EPAC1 agonist	FUS yeast rescue
16	i	1%	8%	37%
17	i	0%	-3%	-6%
18	i	-1%	-2%	-9%
19	-60%[inhibitor][57.5 µM]	-3%	-1%	4%
20	-6%	-9%	8%	14%
21	0%	-1%	5%	6%
22	17%	-10%	-4%	-18%
23	-23%	-3%	-4%	-21%
24	-7%	-3%	5%	12%
25	-38%[inhibitor]	-2%	-5%	43%
26	i	-13%	-2%	-5%
27	i	9%	-5%	7%
28	i	-4%	4%	-1%
29	-7%	11%	1%	15%
30	i	-3%	-5%	-15%

The listing continues.
No.	SMILES	EPAC2 antag	EPAC2 ag	EPAC1 antagonist	TDP-43 yeast inh
31	O=S(=O)(c1ccc2nc(COc3ccccc3)[nH]c2c1)N1CCOCC1	4%	1%	1%	-13%
32	CC(=O)c1ccc(-c2ccc(Cn3c(C)nc4cc(N)c(C)nc43)cc2)cc1	-7%	3%	-21%	6%
33	Cc1ccc(Nc2ccc(C(F)(F)F)cc2[N+](=O)[O-])cc1	7%	-12%	2%	24%
34	Cc1sc2ncnc(OCC(=O)NC(C)C(C)C)c2c1C (stereo not drawn)	9%	8%	6%	-25%[9.22 µM]
35	O=C1CCC(=O)N1CN(Cc1ccco1)CN1C(=O)CCC1=O	-9%	3%	5%	-13%
36	O=S(=O)(NCC(c1cccnc1)N1CCN(Cc2ccccc2)CC1)c1ccc(Cl)cc1 (stereo not drawn)	-10%	0%	5%	-2%
37	CNc1ccccc1C(=O)OCC(C)=O	-2%	6%	13%	0%
38	CC1(C)CC(=O)C2=C(C1)N(c1ccc(Cl)cc1)C(=O)C2(O)C(F)(F)F (stereo not drawn)	5%	0%	6%	12%
39	CCc1cccc(C)c1NC(=S)NCCc1c(C)[nH]c2ccc(C)cc12	-14%	4%	0%	u
40	O=C(Nc1ccc(-c2nc3ccccc3o2)cc1)C1CCCO1 (stereo not drawn)	0%	3%	5%	-6%
41	CCC/C(O)=C1\C(=O)CC(C)(C)CC1=Nc1ccc(OC)cc1	-18%	-1%	-2%	-5%[1.82 µM]
42	CC(C)c1onc(C(=O)Nc2cccc(Cl)c2)c1[N+](=O)[O-]	7%	4%	-4%	10µM*
43	CCOC(=O)C1C(=O)C=C(c2cccs2)CC1c1ccccc1C (stereo not drawn)	-6%	-1%	-3%	3%
44	O=C(NCCN1CCOCC1)NC1(C(F)(F)F)Oc2ccc(Cl)cc2O1 (stereo not drawn)	-6%	3%	3%	1%
45	Cc1ccccc1-c1cnc(C(O)c2ccc(Cl)c(F)c2)[nH]1 (stereo not drawn)	-15%	8%	-16%	-4%

No.	PTHR1 agonist	aSyn yeast inh	EPAC1 agonist	FUS yeast rescue
31	-12%	3%	2%	9%
32	-19%	5%	7%	-11%
33	-22%	10%	-12%	x
34	-3%	2%	-3%	6%
35	28%[57.5 µM]	0%	0%	-6%
36	i	1%	9%	12%
37	-22%	11%	-7%	-26%
38	i	-7%	-9%	x
39	-73%[inhibitor]	18%	-4%	29%
40	-12%[57.5 µM]	-9%	-3%	20%
41	i	3%	5%	14%
42	-12%	-5%	1%	6%
43	-27%	2%	0%	-2%
44	i	11%	-1%	-3%
45	-10%	-4%	-14%	-6%

Eight compounds already listed, arranged by SMILES length, lowest first.
No.	SMILES	EPAC2 antag	EPAC2 ag	EPAC1 antagonist	TDP-43 yeast inh
40	O=C(Nc1ccc(-c2nc3ccccc3o2)cc1)C1CCCO1 (stereo not drawn)	0%	3%	5%	-6%
19	O=c1c2cnn(-c3ccc(F)cc3)c2ncn1Cc1cccnc1	5%	1%	-1%	-17%
21	O=C1NC2c3ccccc3C(=O)N2c2c1cnn2-c1ccccc1 (stereo not drawn)	-4%	4%	u	-8%
39	CCc1cccc(C)c1NC(=S)NCCc1c(C)[nH]c2ccc(C)cc12	-14%	4%	0%	u
17	O=S(=O)(c1ccccc1F)N1CCN(Cc2cc3c(cc2O)OCO3)CC1	2%	14%	-13%	2%
32	CC(=O)c1ccc(-c2ccc(Cn3c(C)nc4cc(N)c(C)nc43)cc2)cc1	-7%	3%	-21%	6%
8	Cc1ccc(CNC(=O)CCn2ccc3cc(S(=O)(=O)N4CCCC4)ccc32)cc1	-9%	3%	10%	15%&17%
14	C[C@@H]1CCCCO[C@@H](CN(C)S(=O)(=O)c2ccc(F)cc2)[C@@H](C)CN([C@H](C)CO)C(=O)c2cc(N(C)C)ccc2O1	-7%	10%	-29%	21%

No.	PTHR1 agonist	aSyn yeast inh	EPAC1 agonist	FUS yeast rescue
40	-12%[57.5 µM]	-9%	-3%	20%
19	-60%[inhibitor][57.5 µM]	-3%	-1%	4%
21	0%	-1%	5%	6%
39	-73%[inhibitor]	18%	-4%	29%
17	i	0%	-3%	-6%
32	-19%	5%	7%	-11%
8	i	-2%	-5%	17%&22%
14	-21%	-2%	-17%	16%

Going on with the list:
No.	SMILES	EPAC2 antag	EPAC2 ag	EPAC1 antagonist	TDP-43 yeast inh
46	Brc1ccc2nc(C3CCCCC3)c(Cc3ccsc3)n2c1	-28%	7%	-3%	u
47	COc1cccc(CNc2ccc(S(N)(=O)=O)cc2)c1OCc1ccccc1F	-7%	12%	-21%	10%
48	CC1(C)C2CCC1(C(=O)O)c1nc3ccccc3nc12 (stereo not drawn)	1%	0%	1%	3%
49	COCCNC(=S)NCc1ccc2[nH]c3c(c2c1)CCCC3	-7%	13%	-11%	u

No.	PTHR1 agonist	aSyn yeast inh	EPAC1 agonist	FUS yeast rescue
46	-3%	-1%	-4%	8%
47	-26%	7%	9%	1%
48	-22%	-4%	4%	-12%
49	i	3%	-5%	8%
